AID inh: activation induced cytidine deaminase inhibition; Q9GZX7; AID deamination FRET fluorescence, UDG-coupled, 4 h; Potency, µM (doses to about 115 µM), inactives show top-dose activity change, negative = inhibition, usual class: inhibitors; hit rate 0.32% among 91,000; note: nearly all actives have a fitted effect of over 25% in size
Target sequence (Q9GZX7 whole entry, looked up): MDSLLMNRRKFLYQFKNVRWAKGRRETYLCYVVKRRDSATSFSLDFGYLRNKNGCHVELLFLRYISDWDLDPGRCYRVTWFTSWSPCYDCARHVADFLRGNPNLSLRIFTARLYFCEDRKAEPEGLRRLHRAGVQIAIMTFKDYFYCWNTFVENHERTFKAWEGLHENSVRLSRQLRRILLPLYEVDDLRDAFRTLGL
UDG counterscr: counter-screen for AID inhibitors: uracil-DNA glycosylase inhibition. FRET deamination/UDG coupled assay, UDG read, 4 h. Potency, µM (top dose mostly 115 µM), without a hit: top-dose activity change, negative = inhibition, usual class: inhibitors. hit rate 0.14% among 91,000; note: nearly all actives have a fitted effect of over 65% in size
* hit, by the source's call; ? = inconclusive; [ ] = another dose, or the depositor's remark. Calls come from the whole dose curve; as a rule, active = well fitted curve in the direction sought with a large enough effect; inconclusive = small, poorly fitted or top-dose-only effect, or another doubt; inactive = no such curve, though single readings can be large; an effect the other way counts as inactive or inconclusive. % is set by controls: 0 for no effect and ±100 for the full control effect; potency is the fitted concentration of half-maximal effect. Only part of the results is shown. The share of hits here may be higher or lower than overall.

Start of the listing, in advance:
SMILES	AID inh	UDG counterscr
CCOc1ccc(OCC)c(NC(=O)C2CCN(S(=O)(=O)c3cn(C)cn3)CC2)c1	6%	-1%
Cc1cc(Oc2c(C(F)(F)F)oc3c(CN4CCC(C)CC4)c(O)ccc3c2=O)cc(C)c1Cl	15%	1%
CCOC(=O)c1sc2ccccc2c1S(=O)(=O)Nc1cc(OC)ccc1OC	11%	36%[activator]
C#CCNC(=O)c1nccnc1N	6%	13%
CCOc1cccc2cc(-c3cc(=O)oc4cc(C)ccc34)oc12	4%	-1%
COC(=O)c1cc(C)nc2c1c(=O)nc(SCc1cc(C)ccc1C)n2C1CC1	-1%	0%
Cc1ccccc1Nc1nc(NC2CCCC2)nc2c1cnn2-c1ccccc1	-10%	0%
COc1ccc(-c2cc(OC(=O)c3ccc(Cl)cc3)c3c(C)oc(C)c3c(=O)c2)cc1	10%	-5%
Clc1cc(Cl)cc(OCc2cc(-c3ccco3)on2)c1	1%	1%
CCC(C(=O)NCc1cc(C)ccc1OC)c1ccccc1 (stereo not drawn)	-3%	-4%
CCOc1ccc(NC(=O)N2CCC(N3CCCCC3)CC2)cc1	-12%	3%[57.5 µM]
CCN1CCN(C(=O)c2c(C)nn(-c3ccc(F)cc3)c2-n2cccc2)CC1	34%[activator]	3%
CCOc1ccc2nc(SC3CC(=O)N(c4ccc(C)c(C)c4)C3=O)nc(C)c2c1 (stereo not drawn)	7%	-2%
Fc1ccc(-c2nc(-c3ccncc3)no2)cc1	1%	-3%
COc1ccc(N2CCN(c3nc(-c4ccccc4F)nc4ccccc34)CC2)cc1	-13%	-1%
Cc1ccc(NC(=O)/C(C#N)=C/c2cc(C)n(-c3ccc(Br)cc3)c2C)cc1C	-1%	-15%
Cc1ccc(-c2cc(C(=O)O)c3cc(C)ccc3n2)c(C)c1	12%	-5%
CCN1C(=O)COc2ccc(NC(=O)c3cc(=O)c4cc(Cl)ccc4o3)cc21	-12%	-9%
COc1ccccc1OCc1nc(C#N)c(N2CCC(Cc3ccccc3)CC2)o1	-3%	14%
Cc1ccc(Cn2c(C(=O)NCc3ccccc3Cl)cc3sccc32)cc1	10%	-17%

This part in full (from the top)
SMILES	AID inh	UDG counterscr
CCOc1ccc(OCC)c(NC(=O)C2CCN(S(=O)(=O)c3cn(C)cn3)CC2)c1	6%	-1%
Cc1cc(Oc2c(C(F)(F)F)oc3c(CN4CCC(C)CC4)c(O)ccc3c2=O)cc(C)c1Cl	15%	1%
CCOC(=O)c1sc2ccccc2c1S(=O)(=O)Nc1cc(OC)ccc1OC	11%	36%[activator]
C#CCNC(=O)c1nccnc1N	6%	13%
CCOc1cccc2cc(-c3cc(=O)oc4cc(C)ccc34)oc12	4%	-1%
COC(=O)c1cc(C)nc2c1c(=O)nc(SCc1cc(C)ccc1C)n2C1CC1	-1%	0%
Cc1ccccc1Nc1nc(NC2CCCC2)nc2c1cnn2-c1ccccc1	-10%	0%
COc1ccc(-c2cc(OC(=O)c3ccc(Cl)cc3)c3c(C)oc(C)c3c(=O)c2)cc1	10%	-5%
Clc1cc(Cl)cc(OCc2cc(-c3ccco3)on2)c1	1%	1%
CCC(C(=O)NCc1cc(C)ccc1OC)c1ccccc1 (stereo not drawn)	-3%	-4%
CCOc1ccc(NC(=O)N2CCC(N3CCCCC3)CC2)cc1	-12%	3%[57.5 µM]
CCN1CCN(C(=O)c2c(C)nn(-c3ccc(F)cc3)c2-n2cccc2)CC1	34%[activator]	3%
CCOc1ccc2nc(SC3CC(=O)N(c4ccc(C)c(C)c4)C3=O)nc(C)c2c1 (stereo not drawn)	7%	-2%
Fc1ccc(-c2nc(-c3ccncc3)no2)cc1	1%	-3%
COc1ccc(N2CCN(c3nc(-c4ccccc4F)nc4ccccc34)CC2)cc1	-13%	-1%
Cc1ccc(NC(=O)/C(C#N)=C/c2cc(C)n(-c3ccc(Br)cc3)c2C)cc1C	-1%	-15%
Cc1ccc(-c2cc(C(=O)O)c3cc(C)ccc3n2)c(C)c1	12%	-5%
CCN1C(=O)COc2ccc(NC(=O)c3cc(=O)c4cc(Cl)ccc4o3)cc21	-12%	-9%
COc1ccccc1OCc1nc(C#N)c(N2CCC(Cc3ccccc3)CC2)o1	-3%	14%
Cc1ccc(Cn2c(C(=O)NCc3ccccc3Cl)cc3sccc32)cc1	10%	-17%
CCN1CCN(Cc2c(O)ccc3oc(C)c(C(=O)Nc4ccc(OC)c(Cl)c4)c23)CC1	26%	27%
Cc1ccc(-n2ccc3nc(N4CCCC4)ncc3c2=O)cc1C	-12%	6%
CC(C)n1ncc2cc(C(=O)NCc3ccc(OCC(F)(F)F)cc3)cnc21	-4%	-1%
Clc1ccc(-c2cn3cc(Cc4ccccc4)sc3n2)cc1	-1%	-9%
Nc1nnc(SCC(=O)Nc2ccccc2Br)s1	-1%	-1%
CCc1ccc(NC(=O)c2sc3nc(C)cc(C)c3c2NC(=O)c2ccccc2OC)cc1	33%[activator]	18%
CNC(=O)c1ccc2c(c1)N=C(C)c1cc(C)ccc1S2	-10%	-20%
CCOC(=O)c1c(NC(=O)c2cc(=O)c3ccc(C)cc3o2)sc(C)c1C	5%	-13%[57.5 µM]
CCc1ccc(NC(=O)c2cc(S(=O)(=O)N3CCCC(C)C3)cn2C)cc1 (stereo not drawn)	0%	-8%
CCCCc1c/c(=N\O)oc2cc3occ(C)c3cc12	-5%	-8%
Cc1ccc2nc(Nc3ccc(Br)cc3)nc(-c3ccccc3)c2c1	-15%	-11%
CCCC(C)NC(=O)CN(c1ccccc1)S(=O)(=O)N(C)C (stereo not drawn)	-5%	-4%
CC(=O)N1c2ccc(S(=O)(=O)N3CCCCCC3)cc2CC1C(=O)NCc1cccc(F)c1 (stereo not drawn)	9%	2%
CC(C)(C)c1ccc(-c2oc(NC(=O)CCl)c(C#N)c2-c2ccc(C(C)(C)C)cc2)cc1	-13%	-10%
Cc1ccc(C)c(-c2ccc(=O)n(Cc3c(F)cccc3Cl)n2)c1	?	-13%
COc1ccc(S(=O)(=O)Cc2nnnn2-c2cccc(C(F)(F)F)c2)cc1	-3%	6%
CC(C)OC(=O)C(C(=O)C(F)(F)F)c1cc(NS(=O)(=O)c2ccc3c4c(cccc24)C(=O)N3)ccc1O (stereo not drawn)	11%	-4%
O=C(Cn1c(=O)n(-c2ccc(Cl)cc2)c(=O)c2oc3ccccc3c21)Nc1ccccc1	18%	3%
COc1cccc(OCCSc2nc(C)c(Cc3ccccc3)c(=O)[nH]2)c1	6%	0%
COc1cc(Br)c(C(N)C(=O)O)cc1OC (stereo not drawn)	0%	-6%
CC(C)[C@@H]1CC[C@@H](C)C[C@@H]1P(=O)(c1ccccc1)c1ccccc1	3%	6%
CCOc1ccc(-c2nc(SCC(=O)NCCOC)c(-c3ccc(OC)c(OC)c3)[nH]2)cc1	-6%	4%
CCc1cccc(CC)c1N(COC)C(=O)Cn1c(C)nc2ccccc21	11%	-1%
CCOc1ccc(OCC)c(NC(=O)C(NS(=O)(=O)c2ccc(Br)s2)c2ccccc2)c1 (stereo not drawn)	10%	-13%[57.5 µM]
CC(C)(C)c1ccc(C(=O)N2CCCCC2CCN2CCCCC2)cc1 (stereo not drawn)	104%[activator]	-9%
COc1ccc(CCNC(=O)C(=O)NCC(c2ccco2)S(=O)(=O)c2ccccc2)cc1 (stereo not drawn)	3%	-4%[57.5 µM]
COc1cccc(OC)c1C(=O)Oc1cc(C)c2c(c1)O/C(=C\c1ccncc1)C2=O	1%	-2%
Cc1cc(Oc2cc(C#N)c(C#N)cc2Oc2ccc(Cl)c(C)c2)ccc1Cl	6%	-5%

Three compounds from above, sorted by their value in AID inh, low to high:
Molecule	AID inh
COc1cccc(OC)c1C(=O)Oc1cc(C)c2c(c1)O/C(=C\c1ccncc1)C2=O	1%
COc1cccc(OCCSc2nc(C)c(Cc3ccccc3)c(=O)[nH]2)c1	6%
O=C(Cn1c(=O)n(-c2ccc(Cl)cc2)c(=O)c2oc3ccccc3c21)Nc1ccccc1	18%

Continued:
SMILES	AID inh	UDG counterscr
CCOc1ccc(NC(=O)c2c(NC(=O)Cc3ccccc3)sc3c2CCCCC3)cc1	12%	-6%
c1ccc(C(NCc2cccs2)c2ccccc2)cc1	-6%	-1%
Cc1ccc(CNC(=O)Cn2c(=O)n(Cc3ccccc3)c(=O)c3c2c2cc(C)ccc2n3C)cc1	11%	4%
CC(C)Oc1ccc(CNC(=O)c2cccc(NC(=O)N3CCSc4ncccc43)c2)cc1	-12%	24%
COc1cccc(NC(=O)c2nn(-c3ccc(C)cc3)c(=O)n(C)c2=O)c1	-7%	-6%
CCOC(=O)c1cc2c(=O)n3ccccc3nc2n(CC2CCCO2)c1=NC(=O)c1ccc(F)cc1 (stereo not drawn)	15%	9%
COc1cccc(CNC(=O)c2cc(S(=O)(=O)N3CCCCC3)cn2C)c1	-9%	-12%
Cc1cccc(NC(c2nnc(-c3ccccc3)o2)c2ccc(F)cc2Cl)c1C (stereo not drawn)	?	-25%
CC(=O)Nc1ccc(S(=O)(=O)Nc2nc3ccccc3nc2Nc2cccc3ccccc23)cc1	-8%	0%
COc1cc(C2C(=O)N(C3CCCCCC3)CC(=O)N2CCc2ccccc2)ccc1OC(C)C (stereo not drawn)	-9%	4%[57.5 µM]
Cc1nn(-c2ccc(N3CCCC3)nn2)c(C)c1CCC(=O)NCc1ccccc1F	16%	2%[57.5 µM]
Cc1c(-c2ccccc2)oc2c(C(=O)N(C)c3ccccc3)cccc2c1=O	-8%	7%
N#CCCN/N=C/c1ccncc1	6%	1%
C[C@@H](O)[C@H]1C(=O)N2C(C(=O)O)=C(SCCN=CN)C[C@H]12	16%	-2%
O=C(CN1C(=O)COc2ccc(S(=O)(=O)N3CCCC3)cc21)N1CCN(c2ccc(Cl)cc2)CC1	22%	22%
O=C(O)CSCc1cccc(Br)c1	10%	7%
CC1CCCN(CC(=O)Nc2oc3ccccc3c(=O)c2-c2ccc(F)cc2)C1 (stereo not drawn)	-1%	-2%
COc1ccc(N2C(=O)CCC2(C#N)c2ccccc2)cc1 (stereo not drawn)	-5%	-5%
Cc1ccc(NC(=O)NCCc2c(C)nn(C)c2C)c(Cl)c1	6%	5%
O=C(NC1CCCC1)c1ccc2c(c1)N(Cc1ccc(C(F)(F)F)cc1)C(=O)c1ccccc1S2	-3%	-13%
O=C1CCCC2=C1C(c1ccc(Cl)cc1)C1=C(CCCC1=O)O2	0%	-1%
OC(CNCc1cccc(Oc2nnnn2-c2ccccc2)c1)c1ccccc1 (stereo not drawn)	-15%	6%
Cc1ccc(CNC(=O)CSc2cc(C)[nH]c(=O)n2)cc1	199%[activator]	-14%
O=C1COc2ccc(C(=O)COC(=O)c3nn(-c4ccccc4)c(=O)c4ccccc34)cc2N1	13%	-2%
CCCN(CCC)Cc1csc2c1CCCC2	5%	-1%
CCN(CC)S(=O)(=O)c1ccc2c(c1)nc(CN(C)C(=O)c1cccc(Cl)c1)n2C	-9%	-8%
CC1=C(C(=O)Nc2ccc(C)c(C)c2)C2(CCCCCC2)OC1=O	3%	44%[activator]
Cc1ccc(N2CC(NC(=O)C3CCCCC3)CC2=O)cc1 (stereo not drawn)	3%	-14%
CCOC(=O)NC(CNC(=O)c1ccccc1OC)CC(C)C (stereo not drawn)	4%	0%
NC(=O)C1CCN(c2nc(-c3cccs3)nc3ccccc23)CC1	-7%	-1%
O=C(COCc1cc(-c2cccs2)on1)NCc1ccccc1Cl	?	0%
Cn1nc(C(=O)N2CCN(c3ccccc3)CC2)c2ccccc2c1=O	5%	1%
NC(=O)c1ccc(COC(=O)c2c(F)cccc2F)cc1	11%	-3%
COc1ccc(OC)c(CCNC(=O)c2ccc3[nH]c(C)c(C)c3c2)c1	54%[activator]	50%[activator]
CCc1cccc(C)c1NC(=O)c1cccc(C(=O)Nc2c(C)cccc2CC)c1	-17%	0%
COc1cccc(N2CCN(c3c4c(nc5nncn35)CCC4)CC2)c1	2%	0%
CCOc1ccc(C(=O)N2CCN(c3oc(-c4ccco4)nc3C#N)CC2)cc1	-14%	0%
COc1ccc(Cl)c(Cn2c(NCCCN(C)C)nc3c2c(=O)n(C)c(=O)n3C)c1	9%	-8%
Cc1ccc2oc(-c3ccc(F)cc3)nc2c1	-2%	0%
Cc1ccc(C(=O)Nc2onc3c2CCCC3)cc1	3%	7%
O=C(Cn1c(=O)n(Cc2ccc(F)cc2)c(=O)c2sc3ccccc3c21)NCc1ccccc1	6%	-6%
CC(CCc1ccccc1)NCC1CCCO1 (stereo not drawn)	0%	5%
CS(=O)(=O)N1CCCc2cc(C(=O)CSc3nnc(C4CC4)n3Cc3ccccc3)ccc21	-4%	1%

Bioassay records deposited in PubChem by National Center for Advancing Translational Sciences (NCATS).
